# CRFR2-BP ag = agonists of CRF-BP/CRF-R2 complex, primary screen, cell-based, HEK293, calcium dye fluorescence, uHTS; CRF-binding protein / CRF receptor 2 complex (human); calcium dye fluorescence (FLIPR); percent of saturating CRF peptide response; activation, % at 13.2 µM; 0.46% of 350,000 active;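 active means activation of at least 50%, plus an integration ratio under a set limit after plate pattern correction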;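 further: plate controls were neutral control wells without compound for no effect and CRF at EC100 for full effect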
# CHRM5 agonist = human M5 muscarinic receptor agonists, primary screen, CHO-K1 cells, Fluo-8 calcium fluorescence; CHO-K1 hM5 cells; 0% DMSO wells, 100% maximal acetylcholine response; activation, % at 3 µM; 0.19% of 360,000 active; AID 624037, 2012;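 active means activation above the run's mean over test compounds plus 3 SD, cut at about 23% in these data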;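 further: signal is peak over basal fluorescence ratio across the kinetic read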
# Target sequence (P08912 whole entry, looked up): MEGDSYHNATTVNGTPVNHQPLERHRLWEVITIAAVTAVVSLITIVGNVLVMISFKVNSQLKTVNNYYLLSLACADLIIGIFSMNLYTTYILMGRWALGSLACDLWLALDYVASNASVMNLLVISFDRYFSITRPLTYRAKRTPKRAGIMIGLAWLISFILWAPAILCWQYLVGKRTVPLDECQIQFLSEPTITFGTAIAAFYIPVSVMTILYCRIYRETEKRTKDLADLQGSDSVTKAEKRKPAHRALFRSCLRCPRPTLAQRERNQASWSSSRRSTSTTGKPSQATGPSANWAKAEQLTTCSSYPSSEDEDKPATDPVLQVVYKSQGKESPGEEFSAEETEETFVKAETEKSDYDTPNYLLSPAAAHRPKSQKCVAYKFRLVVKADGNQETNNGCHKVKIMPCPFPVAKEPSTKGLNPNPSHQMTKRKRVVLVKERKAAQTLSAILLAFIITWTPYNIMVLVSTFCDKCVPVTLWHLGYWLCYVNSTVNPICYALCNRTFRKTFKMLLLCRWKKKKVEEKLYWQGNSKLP
# M4 PAM = human M4 muscarinic receptor positive allosteric modulators, primary screen, CHO-K1 cells, Fluo-8 calcium fluorescence | 0.4% of 360,000 active | activation, % at 3 µM | Muscarinic acetylcholine receptor M4 (Homo sapiens), P08173 | CHO-K1 hM4/Gqi5, ACh EC20; 0% = ACh EC20, 100% = maximal ACh;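 active means activation above its plate's cutoff, the mean activation of sample wells plus 3 SD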; further: some results filed as inactive read as strong as hits
# Target sequence (P08173 whole entry, looked up): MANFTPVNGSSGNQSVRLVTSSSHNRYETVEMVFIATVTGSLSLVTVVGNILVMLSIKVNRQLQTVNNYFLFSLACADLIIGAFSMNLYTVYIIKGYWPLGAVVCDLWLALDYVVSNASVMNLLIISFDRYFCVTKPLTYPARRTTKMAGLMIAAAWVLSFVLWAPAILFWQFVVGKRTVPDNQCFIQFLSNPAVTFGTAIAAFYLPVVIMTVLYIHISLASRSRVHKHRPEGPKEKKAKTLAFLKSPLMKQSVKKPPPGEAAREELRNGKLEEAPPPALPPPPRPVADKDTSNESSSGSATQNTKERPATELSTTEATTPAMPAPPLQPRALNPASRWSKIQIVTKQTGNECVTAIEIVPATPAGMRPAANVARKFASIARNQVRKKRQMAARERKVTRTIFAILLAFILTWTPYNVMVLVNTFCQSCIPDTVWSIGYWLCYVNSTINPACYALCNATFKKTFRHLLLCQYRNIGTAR
# CHRM4 antagonist = human M4 muscarinic receptor antagonists, primary screen, CHO cells, Fluo-8 calcium fluorescence | Muscarinic acetylcholine receptor M4 (Homo sapiens), P08173 | CHO-hM4 cells, ACh EC80 | inhibition, % at 3 µM | 0.73% of 360,000 active | AID 624125, 2012;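 active means inhibition above its plate's cutoff, the mean inhibition of sample wells plus 3 SD, cut at about 27% in these data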;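 further: 0% = acetylcholine EC80 with DMSO and 100% = DMSO without agonist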
# M5 PAM = human M5 muscarinic receptor positive allosteric modulators, primary screen, CHO-K1 cells, Fluo-8 calcium fluorescence; Muscarinic acetylcholine receptor M5 (Homo sapiens), P08912; CHO-K1 hM5, ACh EC20 PAM; 0% = ACh EC20, 100% = ACh EC100; activation, % at 3 µM; 0.3% of 360,000 active; AID 624038, 2012;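 active means activation above the run cutoff, the mean activation of all test compounds plus 3 SD, cut at about 18% in these data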
#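 System – CHO-K1 hM5 cells · Compound – 3 µM, single dose · Incubation – compound preincubation 140 s before EC20 acetylcholine addition · Technique – Fluo-8 calcium fluorescence · Measure – Max/basal fluorescence ratio as % of EC20–EC100 ACh window · Benchmarks – low control EC20 acetylcholine (0%), high control EC100 acetylcholine (100%) · Replication – singlicate, one well per test compound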
# M4 ag = human M4 muscarinic receptor agonists, primary screen, CHO-K1 cells, Fluo-8 calcium fluorescence. CHO-K1 hM4/Gqi5; vehicle 0%, full acetylcholine response 100%. activation, % at 3 µM. 0.14% of 360,000 active. AID 624127, 2012;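 active means activation above the run mean over all test wells plus 3 SD, cut at about 32% in these data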;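 further: peak over basal fluorescence ratio per well then scaled between controls; 0% = DMSO wells and 100% = acetylcholine at EC100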
# M5 antag = human M5 muscarinic receptor antagonists, primary screen, CHO cells, Fluo-8 calcium fluorescence. AID 624040, 2012. CHO-hM5 cells, ACh EC80. inhibition, % at 3 µM. 0.59% of 360,000 active. Muscarinic acetylcholine receptor M5 (Homo sapiens), P08912;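 active means inhibition above a per-plate cutoff, the mean of that plate's test compounds plus 3 SD, cut at about 27% in these data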;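 further: 0% = acetylcholine EC80 with DMSO and 100% = DMSO without agonist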
# CHRM1 PAM = human M1 muscarinic receptor positive allosteric modulators, primary screen, CHO-K1 cells, Fluo-8 calcium fluorescence, 1536-well | Muscarinic acetylcholine receptor M1 (Homo sapiens), P11229 | CHO-K1 hM1, ACh EC20; 0% = ACh EC20, 100% = maximal ACh | activation, % at 3 µM | 0.088% of 360,000 active | AID 588819, 2011; in the data active means activation above about 19%, passing the limit was not always enough
# CHRM1 antagonist = human M1 muscarinic receptor antagonists, primary screen, CHO-K1 cells, Fluo-8 calcium fluorescence, 1536-well | Muscarinic acetylcholine receptor M1 (Homo sapiens), P11229 | CHO-K1 hM1, ACh EC80 antagonist | inhibition, % at 3 µM | 1.3% of 360,000 active | AID 588852, 2011;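 active means percent inhibition above its own plate's cutoff, namely the mean of that plate's compound wells plus 3 SD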;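 further: peak over basal fluorescence ratio during 140 s after agonist addition; 0% = ACh EC80 plus DMSO and 100% = DMSO alone without agonist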
# Numbers without * were called inactive; / = no result given; & = joins results of further samples. An unsorted share of the library; 2.8% or so of the library scored in one or more.
CRFR2-BP ag	CHRM5 agonist	M4 PAM	CHRM4 antagonist	M5 PAM	M4 ag	M5 antag	CHRM1 PAM	CHRM1 antagonist	Molecule
0.2	0	2	0	10	0	-1	5	-5	Cc1cc(C)c(C)c(S(=O)(=O)Nc2cccc(S(=O)(=O)Nc3ccccc3C(=O)O)c2)c1C
1.4	-4	1	-4	-7	0	5	3	7	CCc1cc2c(CN3CCN(CC)CC3)cc(=O)oc2cc1O
2.0	1	7	-5	-4	8	-1	6	-8	COc1ccc(C2CC(c3ccccc3)n3nc(NC(=O)c4cccs4)nc3N2)cc1 (stereo unspecified)
-2.4	-2	-3	-12	-7	1	-4	0	5	Cc1cccc(N(CC(=O)N2CCN(c3ccccc3F)CC2)S(C)(=O)=O)c1
/	3	-6	12	-21	20	12	/	/	COC(=O)[C@]12CCCCC=C1N(Cc1cccc3ccccc13)C(=O)[C@H](CC(=O)NCc1ccc(OC)c(OC)c1)C2
-1.5	4	2	2	0	0	5	1	2	COc1cc2[nH]c(=O)c(C(=O)NCc3ccc(C)cc3)c(O)c2cc1OC
1.3	-3	6	1	4	1	12	14	-22	COc1cc(/C=C2/CCCC(C(=O)C(F)(F)F)=C2O)ccc1O
-2.0	-4	7	-9	8	1	-33	6	-14	O=C(NC(=S)NCc1ccc(Cl)cc1)c1ccco1
6.1	0	11	0	6	3	-6	16	-6	Cc1cc(C)n2nc(SCC(=O)NC(=O)NCc3ccco3)nc2n1
-2.1	0	4	3	6	1	6	3	1	O=C(CNC(=O)C1CCCCC1)Nc1ccc(Cl)cc1
2.7	-1	-1	-2	-5	1	6	0	0	CCc1cccc(C)c1NC(=O)CSc1nnc(CCCOc2ccc(Cl)cc2Cl)n1C
-0.2	-2	-1	1	-7	1	17	-3	8	COCC(=O)n1nc(-c2ccccc2)nc1NCc1ccc(N(C)C)cc1
2.0	0	-2	7	-5	6	4	-2	4	COC(=O)C(c1ccccc1)N(Cc1cccc(CN(C(C(=O)OC)c2ccccc2)S(C)(=O)=O)c1)S(C)(=O)=O (stereo unspecified)
/	-1	4	5	-1	0	6	/	/	O=S1(=O)CC(N2CCSCC2)CN1Cc1cn(Cc2ccc(F)cc2)nn1 (stereo unspecified)
-1.0	2	7	-1	2	1	-4	6	5	O=C1CCCC(O)=C1C(C#Cc1ccccc1)C1=C(O)CCCC1=O
0.2	0	-4	-3	8	-1	-6	11	-9	COc1ccccc1NC(=O)Cn1cnc2c(nnn2-c2ccc(C)cc2)c1=O
-2.4	-6	2	-1	-8	0	16	8	-22	O=S(=O)(Nc1ccccc1-c1ccccc1)c1ccccc1
-3.4	-4	15	-4	-4	-1	1	7	-7	Brc1ccc(-c2nn3c(-c4ccco4)nnc3s2)o1
-1.6	1	0	0	-3	8	8	11	-7	C=CCN(Cc1ccc(OC)c(OC)c1)C(=O)c1cc2cc(F)ccc2[nH]1
0.0	-4	-1	8	-3	0	8	1	5	Cc1cccc(-n2ccnc2CN2CCN(C3CCCC3)C(CCO)C2)c1 (stereo unspecified)
-0.3	-2	-5	0	1	0	1	19	-12	CCCc1nnc(NC(=O)CCC(=O)NC2CC2)s1
5.2	5	0	1	-2	2	2	14	-22	CC1CCCC(C)N1c1nnc(NC(=O)Cn2c(=O)oc3ccccc32)s1 (stereo unspecified)
-3.5	-6	-5	0	0	-1	-4	-4	4	COc1ccc(-c2nc(C#N)c(N3CCCCC3)o2)cc1
1.1	3	-7	0	-6	7	2	0	-10	O=S1(=O)[C@H]2C[C@H](CO)O[C@@]2(CO)CN1Cc1ccc(-c2cccc(Cl)c2)cc1
-0.5	-5	8	-6	4	-2	-1	3	-17	C=CCSc1nc(N(CC)CC)c2sccc2n1
-2.6	-9	0	6	-4	-1	3	5	-4	COc1ccc(/C(C)=N/NC(=S)NCCc2ccccc2)cc1
0.2	25*	-19	23	7	5	18	17	0	CCc1ccc2c(c1)/C(=C/C(=O)c1cccs1)C(=O)N2
1.0	-1	-1	8	6	0	18	6	-4	O=C(NN=Cc1ccccc1C(=O)O)c1ccc(NS(=O)(=O)c2cccs2)cc1
0.6	1	-2	-15	4	3	-6	1	-2	COc1ccc(NC(=S)N2CCC(C(=O)c3ccc(OC)cc3)CC2)cc1
2.5	2	9	-18	-3	1	-7	5	-33	O=C(Nc1cc(-c2nc3ccccc3s2)ccc1Cl)c1ccc2c(c1)OCO2
-1.0	3	1	-9	-2	1	9	8	-11	COc1ccc(C2=NOC(C(=O)Nc3ccc(C(C)=O)cc3)C2)cc1OC (stereo unspecified)
-4.5	4	-14	-3	-11	12	0	0	-3	COc1ccccc1/C=C/C(=O)NCC(=O)n1nc(C)cc1C
-0.1	-1	-7	6	0	3	-3	8	-11	O=C(c1ccccc1)c1cccn1CC(=O)N1CCN(c2ccccc2)CC1
2.5	-2	-4	2	-3	0	12	4	5	COc1ccc(C)cc1NC(=O)CC(NC(C)=O)c1ccccc1 (stereo unspecified)
-0.1	-2	5	-24	2	2	-3	-4	-7	N=C1CCCC1C(=S)SCCC(N)=O (stereo unspecified)
-0.4	1	-9	0	8	0	-4	8	-1	O=C(CN1C(=O)CS/C1=C\c1nc(-c2ccc(Cl)cc2)cs1)Nc1cccnc1Cl
/	-2	-3	6	-4	0	5	/	/	CCOC(=O)[C@]12CCC=C1N(Cc1cccc3ccccc13)C(=O)[C@H](CC(=O)N1CCCC1)C2
-1.6	-3	-3	6	-7	0	12	0	5	Cc1ccc(NC(=S)N2CCN(c3ccccn3)CC2)c(C)c1
3.0	-4	-13	14	-5	-1	9	-7	10	CC1C(=O)C(C)C(c2ccc(Br)cc2)NC1c1ccc(Br)cc1 (stereo unspecified)
-0.5	1	-11	11	-4	4	-2	2	-1	O=C(NC1CCCC1)C(c1ccc(F)cc1)N(Cc1ccc(Cl)cc1)C(=O)CCl (stereo unspecified)
-5.3	-1	-3	-2	0	3	-4	-6	9	Cc1ccc(C(C)(C)C)cc1S(=O)(=O)Nc1cccc(S(=O)(=O)NC2=NCCC2)c1
5.2	2	-2	1	-3	0	14	14	0	c1cnc2nc3c4ccccc4c4ccccc4c3nc2c1
-0.5	0	0	1	-4	1	19	1	-3	O=C(COC(=O)/C=C/c1ccccc1)NC(=O)NC1CCCCC1
53*	16	-15	25	-8	29	25	-17	44*	CCCc1ccc(C(C)NC(=S)NCc2ccc(F)cc2)cc1 (stereo unspecified)
2.2	0	1	5	-3	0	9	5	-12	CC1(C)CC(CCC(=O)Nc2ccccc2Cl)C(=O)O1 (stereo unspecified)

# An excerpt from above in order of the M5 PAM value, lowest first.
CRFR2-BP ag	CHRM5 agonist	M4 PAM	CHRM4 antagonist	M5 PAM	M4 ag	M5 antag	CHRM1 PAM	CHRM1 antagonist	Molecule
-0.5	1	-11	11	-4	4	-2	2	-1	O=C(NC1CCCC1)C(c1ccc(F)cc1)N(Cc1ccc(Cl)cc1)C(=O)CCl (stereo unspecified)
2.2	0	1	5	-3	0	9	5	-12	CC1(C)CC(CCC(=O)Nc2ccccc2Cl)C(=O)O1 (stereo unspecified)
-0.1	-2	5	-24	2	2	-3	-4	-7	N=C1CCCC1C(=S)SCCC(N)=O (stereo unspecified)

# (cont.)
CRFR2-BP ag	CHRM5 agonist	M4 PAM	CHRM4 antagonist	M5 PAM	M4 ag	M5 antag	CHRM1 PAM	CHRM1 antagonist	Molecule
-0.5	1	-10	7	-9	18	23	-4	12	COc1ccc(NC(=O)CN(C)C(=O)c2cc(-c3ccncc3)nc3ccccc23)cc1
-0.3&-1.9	0&-1	4&-3	-7&11	8&-5	0&1	-1&9	3&2	-14&-2	CCN1CCN(Cc2ccc(NC(=O)c3ccc(C)c(NC(=O)C4=NN(c5ccccc5)C(=O)C4)c3)cc2C(F)(F)F)CC1
-0.1	-2	-1	4	2	0	-7	5	-11	CC(C)/C=N/NC(=O)c1ccc(Cl)cc1
0.0	-1	-10	-17	-2	9	2	12	-10	COc1ccc(N2CCN(C(=O)c3oc4ccccc4c3NC(=O)CCc3cc(OC)no3)CC2)cc1
0.0	-2	7	-8	-3	0	-2	4	-33	Cc1[nH]n2c(=O)cc(C(C)(C)C)nc2c1-c1ccccc1
-1.4	-2	0	-8	-6	2	9	-2	3	O=C(O)c1cccc(Nc2nc(-c3ccccc3)nc3ccccc23)c1
-2.2	2	-4	-2	0	9	1	5	-10	Cc1ccc(/C=C2\SC(=S)N(CCC(=O)Nc3ccc(O)cc3)C2=O)cc1
-0.5	3	11	-2	3	0	-2	6	-7	O=C(Nc1ccccc1)c1ccn[nH]1
-3.0	1	10	-23	-4	2	0	13	-16	O=C1c2oc3ccccc3c(=O)c2C(c2cccc(O)c2)N1c1ccccn1 (stereo unspecified)
-0.6	-2	0	-3	-2	0	9	8	-11	Cc1cc(C)c2nc(SCC(=O)Nc3cc(C)on3)c(C)cc2c1
-0.2	0	16	-17	3	0	-12	7	-10	O=C(O)c1cccc(-n2cccc2/C=C/[N+](=O)[O-])c1
1.1	1	1	5	8	0	0	9	-11	COc1cc(C(=O)NCCNC(=O)C2CCCNC2=O)cc(OC)c1OC (stereo unspecified)
0.0	0	3	-12	2	1	5	1	-2	CCN(CC)S(=O)(=O)c1cc(C(=O)NCCN2CCOCC2)ccc1Cl
1.0	-6	2	-14	-1	2	-10	3	-3	COc1ccc(CN2C(=NC(=O)C3CCCO3)SC3CS(=O)(=O)CC32)cc1 (stereo unspecified)
1.2	7	-6	-12	-1	12	-2	-9	6	Cc1ccc2[nH]c(C(=O)N/N=C/c3ccccc3O)c(C)c2c1
-2.2	0	3	0	0	1	16	0	-1	C=CC[C@@H](CC(=O)NCCO)C(=O)N[C@H](C)COC(=O)[C@@H](CC=C)CC(=O)OC(C)(C)C
-0.5	-2	-3	-8	-6	0	14	7	-9	O=C(CC(=O)NCc1ccc(Cl)cc1)NCc1ccc(Cl)cc1
-0.2	1	2	3	-1	1	8	9	-10	Cc1noc(C)c1COC(=O)CNC(=O)c1cccc(F)c1
0.2	6	-36	0	-15	11	15	-6	13	C#CC(C)OC(=O)Nc1cnccc1C(F)(F)F (stereo unspecified)
-0.2	-2	5	-8	-1	2	4	3	6	O=S(=O)(c1cccc2cccnc12)N1CCN(c2ccccc2)CC1
1.1	-1	-1	-12	-9	5	4	3	-5	COc1cc(C(=O)OCC(=O)NCc2ccc(F)cc2)cc(NC(=O)c2cccs2)c1OC
2.2	-5	1	5	2	0	-2	4	-13	Cc1ccc(C(=O)/C=C/c2c(C)nn(-c3ccccc3)c2Cl)cc1
0.4	-6	7	-12	5	-1	-4	5	-7	COc1cc2c(cc1OC)CN(C(=O)c1cc3ccccc3oc1=O)CC2

# Screens: PubChem BioAssay, several laboratories
